Screens from PubChem BioAssay.
EP2 modulator – EP2 receptor (human) modulation; P43116; EP2-expressing cells, cAMP HTRF FRET, PGE2 co-stimulation; induction, % at 25 µM; 0.83% of 260,000 active;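 active = compounds whose cAMP rise, as percent of the full-agonist control response, exceeds 60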;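 note: rat C6 glioma line stably carrying human EP2 under a CMV promoter; the protocol text gives 20 µM as final concentration; 100% = response of wells given 1 µM PGE2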
Calpain2 inh – inhibitors of pig calpain II; purified calpain II, fluorogenic peptide substrate, 30 min; inhibition, % at 16 µM; 0.37% of 220,000 active;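 active = inhibition above about 50%, limit read from the data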
Hck Nef HTS – inhibitors of human Hck kinase activated by Nef. inhibition, % at 20 µM. 0.68% of 220,000 active. AID 463187. P08631. Recombinant Hck-YEEI plus Nef, Z-Lyte FRET kinase assay;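 active = Hck-Nef kinase inhibition above about 50%, limit read from the data; inactive = inhibition below that limit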;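 note: 0% = DMSO with Hck plus Nef and 100% = Hck alone without Nef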
Target sequence (P08631 whole entry, looked up): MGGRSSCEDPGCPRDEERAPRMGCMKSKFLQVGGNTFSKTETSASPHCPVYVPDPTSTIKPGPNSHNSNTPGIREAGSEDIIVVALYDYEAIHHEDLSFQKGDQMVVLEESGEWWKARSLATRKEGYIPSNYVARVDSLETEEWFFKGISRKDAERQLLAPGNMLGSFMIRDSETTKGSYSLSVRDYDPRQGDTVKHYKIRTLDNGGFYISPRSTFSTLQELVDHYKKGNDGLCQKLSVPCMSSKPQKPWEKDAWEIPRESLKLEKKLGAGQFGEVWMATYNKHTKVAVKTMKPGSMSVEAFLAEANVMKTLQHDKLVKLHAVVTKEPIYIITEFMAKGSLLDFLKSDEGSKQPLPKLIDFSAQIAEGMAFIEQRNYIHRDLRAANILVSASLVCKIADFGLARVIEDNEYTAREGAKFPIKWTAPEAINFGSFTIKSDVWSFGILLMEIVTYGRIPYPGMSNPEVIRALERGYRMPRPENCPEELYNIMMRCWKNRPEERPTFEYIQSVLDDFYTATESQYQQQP
zVAD death inh – L929 zVAD cell death inhibition | L929 zVAD necroptosis rescue, ATP luminescence, 24 h; with zVAD 60 µM | viability rescue, % at 10 µM | 0.38% of 220,000 active;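 active = activation, scaled between plate controls, above about 75%, limit read from the data; inactive = activation under that limit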;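 note: 0% = zVAD with DMSO and 100% = DMSO alone without zVAD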
14-3-3 Bad inh – disrupts binding of bovine 14-3-3 zeta to phospho-Bad peptide; inhibition, % at 21.7 µM; 0.71% of 220,000 active; TR-FRET 14-3-3zeta/Dy647-pBad peptide displacement, 1 h;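 active = inhibition above about 70%, limit read from the data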;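 note: 0% = full 14-3-3 plus peptide FRET controls and 100% = background without 14-3-3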
Target sequence (P63103 whole entry, looked up): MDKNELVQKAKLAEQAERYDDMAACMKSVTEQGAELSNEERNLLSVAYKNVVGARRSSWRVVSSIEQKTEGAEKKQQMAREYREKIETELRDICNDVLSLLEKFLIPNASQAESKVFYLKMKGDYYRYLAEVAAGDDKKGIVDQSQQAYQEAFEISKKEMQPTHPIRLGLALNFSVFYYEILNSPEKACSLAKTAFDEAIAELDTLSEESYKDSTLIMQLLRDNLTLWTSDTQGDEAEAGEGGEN
Tb hexokinase – T. brucei hexokinase 1 inhibition. AID 1430. inhibition, % at 10 µM. recombinant TbHK1, G6PDH-coupled NADH A340. 0.11% of 220,000 active;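 active = inhibition of 50% or more in the single-dose primary screen; inactive = inhibition below 50%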
Rad51 HR inh – blocks human Rad51 in homologous recombination | Q06609 | hRad51 DNA strand exchange, fluorescence dequenching | inhibition, % at 10 µM | 0.085% of 200,000 active;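 active = inhibition above 40% at the single screening dose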;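 note: 0% = DMSO control wells and 100% = blanks with heterologous ssDNA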
Target sequence (Q06609 whole entry, looked up): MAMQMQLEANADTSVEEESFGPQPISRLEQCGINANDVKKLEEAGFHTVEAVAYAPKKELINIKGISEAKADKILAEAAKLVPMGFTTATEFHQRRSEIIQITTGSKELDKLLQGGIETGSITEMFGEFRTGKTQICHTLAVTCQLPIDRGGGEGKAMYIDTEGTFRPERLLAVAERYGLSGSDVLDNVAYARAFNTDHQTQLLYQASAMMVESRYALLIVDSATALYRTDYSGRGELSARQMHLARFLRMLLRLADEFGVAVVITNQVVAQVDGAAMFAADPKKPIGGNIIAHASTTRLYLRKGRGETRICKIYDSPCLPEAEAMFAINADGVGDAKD
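Test system: preformed human Rad51 ssDNA filaments; also added: Donor/quencher-labelled 47-bp dsDNA substrate; doses: 10 µM final, single point; times: 37 °C 15-min filament assembly, 30-min compound preincubation, 15-min exchange; detection: FRET fluorescence dequenching, excitation 485 nm, emission 520 nm; read-out basis: Fluorescence-based percent inhibition, control- and blank-normalised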
EP2 antag – EP2 receptor (human) inhibition; inhibition, % at 25 µM; 0.52% of 260,000 active; P43116; C6 glioma cells expressing human EP2, cAMP TR-FRET; cells stimulated with saturating PGE2;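 active = percent inhibition above 40 after rounding to a whole number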;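 note: rat C6 glioma host cells with rolipram phosphodiesterase inhibitor present; the protocol text gives 20 µM as final concentration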
eIF4E-4G inh – inhibitors of eIF4E and eIF4G interaction in translation initiation. P63073+Q04637. 0.37% of 220,000 active. inhibition, % at 21.7 µM. TR-FRET eIF4E-eIF4GI(517-606) binding, 2 h;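 active = inhibition above about 30%, limit read from the data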;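 note: 0% = full FRET control wells and 100% = background wells lacking eIF4GI fragment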
Active calls of the source: *; . = not tested or not shown; & = joins results of further samples; [ ] = remark or other dose.

Below each compound: EP2 modulator | Calpain2 inh | Hck Nef HTS | zVAD death inh | 14-3-3 Bad inh | Tb hexokinase | Rad51 HR inh | EP2 antag | eIF4E-4G inh
1) O=C(Cn1nnc2ccccc2c1=O)Nc1cc(C(F)(F)F)ccc1N1CCOCC1
    19 | -11 | 0 | 0.1 | 1[fluorescence artefact?] | 2 | 3 | 11 | 3
2) CC(C)c1ccc(NC(=S)NN2C(C)CCCC2C)cc1 (stereo not drawn)
    -78 | 9 | 17 | -0.1 | -6 | 2 | 12 | 1 | 0
3) CC(=O)c1cccc(NC(=O)NC(C)c2ccncc2)c1 (stereo not drawn)
    -23 | 5 | 3 | -0.6 | 3 | 3 | -7 | 5 | -5
4) CCOC(=O)CNC(=O)CSc1nc(N(C)C)nc(N2CCOCC2)n1
    3 | -36 | -5 | -0.9 | 4 | 7 | . | 19 | 0
5) Cn1c(=O)[nH]c(=O)c2c1nc1n2CCCN1Cc1ccccc1
    -21 | -5 | 22 | -0.4 | 1 | 3 | 27 | 1 | -3
6) O=C(Cc1ccccc1)Nc1ccc2oc(-c3ccncc3)nc2c1
    -3 | -170 | 3 | 2.5 | 7 | -7 | . | 13 | 6
7) Cc1cc(OC(F)F)ccc1NC(=O)Nc1ccc([N+](=O)[O-])cc1
    -4 | 23 | -2 | 0.8 | 6 | -15 | -6 | 10 | -11
8) COc1cc(NC(=O)COC(=O)CNC(=O)c2ccc(Cl)cc2)c(C)cc1[N+](=O)[O-]
    17 | 6 | 2 | 0.2 | -14 | -3 | 5 | 5 | 12
9) Cn1c(N)nc2ccccc2c1=O
    25 | -43 | 22 | 0.1 | 8 | -21 | 11 | 6 | -2
10) O=C(NCCCN1CCC(Cc2ccccc2)CC1)C1CC(=O)N(C2CCCCCC2)C1 (stereo not drawn)
    -9 | -28 | 3 | -0.7 | 6 | -1 | -1 | 9 | 3
11) CC(/C=N/NC(=O)Cc1cccs1)=C\c1ccco1
    -14 | -29 | 0 | 0.0 | -13[fluorescence artefact?] | -61 | 1 | 8 | -1[fluorescence artefact?]
12) O=C(Nc1ccc(Cl)cc1)N1CCC(c2ccccc2)C1 (stereo not drawn)
    -39 | 20 | 8 | 2.6 | -1 | -2 | . | 4 | 2
13) Cn1c(CC(=O)Nc2ccc(Cl)c(Cl)c2)nnc1SCC(=O)Nc1nccs1
    -11 | 32 | 1 | 0.4 | 8 | -7 | -11 | 9 | -11
14) CCN(CC)C(=O)Nc1ccc(Br)cc1
    -36 | 21 | -26 | 1.7 | 2 | 4 | 4 | 3 | 0
15) N#CC1=C(N)Nc2ncnn2C1c1ccccc1 (stereo not drawn)
    -9 | 19 | 1 | 0.4 | -10[fluorescence artefact?] | 35 | 1 | 7 | -5[fluorescence artefact?]
16) COc1cc(C)ccc1OCCCCOc1ccccc1C(C)=O
    -15 | 10 | 2 | 0.9 | -4 | 0 | 13 | 6 | -6
17) COc1ccc2nc3c(cc2c1)c(NC(=O)c1cccs1)nn3CC(C)C
    -30 | -73 | 41 | 1.5 | 14[fluorescence artefact?] | 45 | . | . | 2[fluorescence artefact?]
18) COc1ccc(/C=C2\CCc3ccccc3C2=O)cc1OC
    7 | -6 | 0 | 0.2 | -5 | -23 | . | 5 | -11
19) CN(c1ccc(C(=O)NC2CC2)cc1)S(=O)(=O)c1ccccc1
    47 | 0 | 1 | -0.2 | -4 | 2 | 2 | 8 | -3
20) CCN(CCNC(=O)CCCn1nc(C)n2c(cc3sccc32)c1=O)c1ccccc1
    -63 | -7 | 0 | 0.1 | 6 | -10 | 1 | 15 | -3

Part of the list above, screen by screen.
(3) CC(=O)c1cccc(NC(=O)NC(C)c2ccncc2)c1 (stereo not drawn)
(4) CCOC(=O)CNC(=O)CSc1nc(N(C)C)nc(N2CCOCC2)n1
(5) Cn1c(=O)[nH]c(=O)c2c1nc1n2CCCN1Cc1ccccc1
(6) O=C(Cc1ccccc1)Nc1ccc2oc(-c3ccncc3)nc2c1
(7) Cc1cc(OC(F)F)ccc1NC(=O)Nc1ccc([N+](=O)[O-])cc1
(8) COc1cc(NC(=O)COC(=O)CNC(=O)c2ccc(Cl)cc2)c(C)cc1[N+](=O)[O-]
(9) Cn1c(N)nc2ccccc2c1=O
(10) O=C(NCCCN1CCC(Cc2ccccc2)CC1)C1CC(=O)N(C2CCCCCC2)C1 (stereo not drawn)
(11) CC(/C=N/NC(=O)Cc1cccs1)=C\c1ccco1
(12) O=C(Nc1ccc(Cl)cc1)N1CCC(c2ccccc2)C1 (stereo not drawn)
screen / no.	3	4	5	6	7	8	9	10	11	12
EP2 modulator	-23	3	-21	-3	-4	17	25	-9	-14	-39
Calpain2 inh	5	-36	-5	-170	23	6	-43	-28	-29	20
Hck Nef HTS	3	-5	22	3	-2	2	22	3	0	8
zVAD death inh	-0.6	-0.9	-0.4	2.5	0.8	0.2	0.1	-0.7	0.0	2.6
14-3-3 Bad inh	3	4	1	7	6	-14	8	6	-13[fluorescence artefact?]	-1
Tb hexokinase	3	7	3	-7	-15	-3	-21	-1	-61	-2
Rad51 HR inh	-7	.	27	.	-6	5	11	-1	1	.
EP2 antag	5	19	1	13	10	5	6	9	8	4
eIF4E-4G inh	-5	0	-3	6	-11	12	-2	3	-1[fluorescence artefact?]	2

(13) Cn1c(CC(=O)Nc2ccc(Cl)c(Cl)c2)nnc1SCC(=O)Nc1nccs1
(14) CCN(CC)C(=O)Nc1ccc(Br)cc1
(15) N#CC1=C(N)Nc2ncnn2C1c1ccccc1 (stereo not drawn)
(16) COc1cc(C)ccc1OCCCCOc1ccccc1C(C)=O
(17) COc1ccc2nc3c(cc2c1)c(NC(=O)c1cccs1)nn3CC(C)C
(18) COc1ccc(/C=C2\CCc3ccccc3C2=O)cc1OC
screen / no.	13	14	15	16	17	18
EP2 modulator	-11	-36	-9	-15	-30	7
Calpain2 inh	32	21	19	10	-73	-6
Hck Nef HTS	1	-26	1	2	41	0
zVAD death inh	0.4	1.7	0.4	0.9	1.5	0.2
14-3-3 Bad inh	8	2	-10[fluorescence artefact?]	-4	14[fluorescence artefact?]	-5
Tb hexokinase	-7	4	35	0	45	-23
Rad51 HR inh	-11	4	1	13	.	.
EP2 antag	9	3	7	6	.	5
eIF4E-4G inh	-11	0	-5[fluorescence artefact?]	-6	2[fluorescence artefact?]	-11

Structures listed so far containing fluorine (2):
Below each compound: EP2 modulator | Calpain2 inh | Hck Nef HTS | zVAD death inh | 14-3-3 Bad inh | Tb hexokinase | Rad51 HR inh | EP2 antag | eIF4E-4G inh
1) O=C(Cn1nnc2ccccc2c1=O)Nc1cc(C(F)(F)F)ccc1N1CCOCC1
    19 | -11 | 0 | 0.1 | 1[fluorescence artefact?] | 2 | 3 | 11 | 3
7) Cc1cc(OC(F)F)ccc1NC(=O)Nc1ccc([N+](=O)[O-])cc1
    -4 | 23 | -2 | 0.8 | 6 | -15 | -6 | 10 | -11

Continuation.
Below each compound: EP2 modulator | Calpain2 inh | Hck Nef HTS | zVAD death inh | 14-3-3 Bad inh | Tb hexokinase | Rad51 HR inh | EP2 antag | eIF4E-4G inh
21) Cc1nn(C)c(C)c1/C=N/O
    -3 | 13 | -1 | -0.1 | -9 | -1 | -15 | 18 | -5
22) Cc1ccc(C(=O)NC(=S)Nc2cc(-c3nc4ccccc4s3)ccc2C)cc1
    5 | -21 | 10 | -0.1 | 7 | -9 | . | . | -1
23) COc1ccc(C(=O)NCc2ccc3c(c2)OCO3)cc1S(=O)(=O)N(C)Cc1ccccc1
    7 | 3 | 3 | 1.4 | -2[fluorescence artefact?] | -1 | 4 | 4 | -3
24) COCCCn1c(SCC(=O)Nc2ccccc2)nnc1-c1ccncc1
    9&9 | 21 | 9 | 0.1 | 0 | 0 | -13 | 9&9 | -2
25) CCc1ccc2nc(N3C(=O)c4oc5ccccc5c(=O)c4C3c3ccc(OC)c(OC)c3)sc2c1 (stereo not drawn)
    12 | 36 | 18 | -0.4 | 29 | 3 | -5 | 7 | 9
26) N/C(=N\OC(=O)CC1CCCCC1)c1ccncc1
    2 | -10 | 16 | -0.5 | 3 | -6 | -7 | 5 | 1
27) CC(C)c1ccc(/C=C/C(=O)Nc2nn[nH]n2)cc1
    4 | 2 | -5 | 0.7 | -11 | -1 | 4 | 7 | -1
28) Cc1ccccc1CNC(=O)c1ccccc1C(=O)O
    14 | 14 | 2 | -0.2 | -2 | 2 | -6 | 9 | 0
29) CCC(O)(CC)C(=O)NN(C(=O)Nc1csc2c1CCCC2)c1ccccc1
    15 | 6 | -3 | . | 10[fluorescence artefact?] | -6 | . | 7 | -1
30) Cc1cccc(Nc2c3c(nc4ncnn24)CCC3)c1
    13 | -13 | 19 | 2.3 | -5 | -4 | 2 | 16 | 1
31) Cn1cccc1Cc1nnc(SCC(=O)Nc2ccccc2)n1-c1ccc(F)cc1
    15 | 9 | -7 | 1.6 | -4 | 3 | -11 | 6 | 4
32) Cc1cccc(OCC(=O)N2CCN(C(=O)CCC3CCCC3)CC2)c1
    -27 | -9 | 2 | -0.2 | 2[fluorescence artefact?] | -4 | 1 | 14 | 5[fluorescence artefact?]
33) N#Cc1ccc(C(=O)Nc2nc(SCc3ccc(Cl)cc3)n[nH]2)cc1
    -14 | 26 | 14 | 1.7 | -8 | 4 | -8 | 4 | -2
34) CN(C)CCNc1nc(-c2ccccc2)c2c(c1C#N)CC(C)(C)OC2
    4 | -54 | 1 | -1.5 | -2 | -6 | 8 | 12 | -4
35) COC(=O)Cn1ncc2c3ccccc3n(Cc3ccccc3)c2c1=O
    52 | -25 | -1 | -0.6 | -1 | 27 | -5 | 1 | -3
36) COC(=O)C1C(=O)C2=C(CC1C)NC(C)=C(C(=O)OC1CCCC1)C2c1ccc(N(C)C)cc1 (stereo not drawn)
    -1 | 0 | 5 | 0.8 | 5 | -20 | 6 | 17 | 4
37) Cc1noc(C)c1S(=O)(=O)Nc1ccc(C(=O)NCc2ccccc2)cc1
    6 | -3 | 1 | -0.5 | 13[fluorescence artefact?] | -2 | 1 | 14 | 2
38) Cc1ccc(-c2nn(C)c(=O)c3ccccc23)cc1S(=O)(=O)NCCO
    24 | 5 | 4 | -0.2 | 2 | 2 | 3 | 9 | 2
39) CC(=O)NS(=O)(=O)c1cccnc1Nc1ccc(Cl)c(Cl)c1
    -12 | -64 | 4 | -0.8 | 4 | -12 | -4 | 4 | 5
40) CCCCNCCOCCOc1ccc(F)cc1
    1 | 28 | -1 | 1.3 | 40 | -3 | -2 | 13 | 9
41) Cc1cc(C(F)F)n2nc(C(=O)NCc3ccccc3F)nc2n1
    0 | -1 | 0 | 0.4 | -1[fluorescence artefact?] | 1 | 11 | 13 | 6
42) Cc1ccc(N(CC(=O)NCc2ccco2)C(=O)CCC(=O)Nc2nccs2)cc1
    17 | -1 | 23 | -0.1 | -1 | -10 | 6 | 6 | -3
43) CC(=O)Cn1c(CN2CC(C)CC(C)C2)nc2c1c(=O)n(C)c(=O)n2C (stereo not drawn)
    14 | -8 | 0 | 0.8 | 6 | -3 | -1 | 10 | 3
44) CC(C)(C)NC(=O)NC(=O)CN1CCN(c2ccccc2)CC1
    -5 | 13 | 18 | 0.8 | -8 | 2 | 10 | -1 | 3
45) CCOC(=O)c1ccc(NC(=S)NN2CCOCC2)cc1
    -5 | 2 | 2 | -0.4 | -15 | 34 | -3 | 8 | -2[fluorescence artefact?]
46) O=C(COC(=O)CN1C(=O)C2CCCCC2C1=O)NC1CCS(=O)(=O)C1 (stereo not drawn)
    11 | -16 | 0 | 1.5 | 9 | 24 | . | 10 | -2[fluorescence artefact?]
47) CCCCn1c(SCC(=O)c2ccccc2)nc2ccsc2c1=O
    3 | 41 | 0 | 1.2 | 0 | 0 | 9 | 2 | 0
48) Cn1/c(=N/N=C/c2ccc(Cl)c([N+](=O)[O-])c2)sc2ccccc21
    22 | 2 | 4 | 0.0 | 4 | -19 | . | . | -2
49) Cc1cc(N2CC(C(=O)O)CC2=O)ccc1Br (stereo not drawn)
    -16 | 9 | 0 | -0.6 | 7 | -3 | 2 | 13 | 2

A portion of the library (hit frequency here may not be typical).
